S1P4 antag – antagonists of human S1P4 receptor; O95977; S1P4-expressing cells, antagonist mode, reporter read-out; inhibition, % at 4.98 µM; 220,000 tested, 0.26% active; AID 1510; in the data active means inhibition above about 29%;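 further: 0% = wells stimulated with agonist and 100% = vehicle wells without agonist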
NPY-Y2 PAM-ag – human NPY-Y2 potentiation or agonism, primary screen. P49146. cells expressing NPY-Y2, potentiator/agonist read-out. activation, % at 3.6 µM. 220,000 tested, 0.45% active; in the data active means activation above about 27%;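 further: cells stimulated with NPY near EC25 plus isoproterenol at EC100; 0% = vehicle plus submaximal agonist and 100% = vehicle plus saturating agonist; some results beyond the cut were filed as inactive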
Target sequence (P49146 whole entry, looked up): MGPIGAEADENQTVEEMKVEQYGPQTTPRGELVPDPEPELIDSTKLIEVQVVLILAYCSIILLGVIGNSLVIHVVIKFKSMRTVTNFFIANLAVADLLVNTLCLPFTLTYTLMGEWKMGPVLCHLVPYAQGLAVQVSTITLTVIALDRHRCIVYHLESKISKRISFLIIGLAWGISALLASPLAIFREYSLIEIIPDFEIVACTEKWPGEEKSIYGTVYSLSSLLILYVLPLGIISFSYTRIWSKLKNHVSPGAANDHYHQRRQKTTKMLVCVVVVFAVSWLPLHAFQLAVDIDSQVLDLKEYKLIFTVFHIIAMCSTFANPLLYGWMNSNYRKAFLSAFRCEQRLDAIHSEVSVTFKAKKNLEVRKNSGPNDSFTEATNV
CHOP inh – blocks CHOP induction under ER stress; CHO-K1 CHOP-promoter luciferase, tunicamycin-induced, 15-18 h; inhibition, % at 10 µM; 220,000 tested, 3.8% active; AID 2732;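 active means compounds that reduced the stress-induced luciferase reporter signal by more than about 70% of percent inhibition, limit read from the data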;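 further: 0% = tunicamycin plus vehicle and 100% = wells without tunicamycin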
EP2 modulator – EP2 receptor (human) modulation. 260,000 tested, 0.83% active. EP2-expressing cells, cAMP HTRF FRET, PGE2 co-stimulation. P43116. induction, % at 25 µM. AID 940;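 active means compounds whose cAMP rise, as percent of the full-agonist control response, exceeds 60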;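 further: rat C6 glioma line stably carrying human EP2 under a CMV promoter; the protocol text gives 20 µM as final concentration; 100% = response of wells given 1 µM PGE2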
TRPN1 ag – agonists of zebrafish TRPN1 channel; AID 1424; activation, % at 3 µM; HEK293 zebrafish TRPN1-YFP, Fluo-8 calcium fluorescence; 100% = response to 87 µM carbachol; 220,000 tested, 0.18% active;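 active means activation above its plate's cutoff, the mean activation of test wells on that plate plus 3 SD, cut at about 19% in these data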;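 further: 0% = DMSO alone and 100% = 87 µM carbachol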
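Material: zebrafish TRPN1-YFP in HEK293 cells. Doses: one dose of 3 µM, 0.3% DMSO. Incubation: dye 1 h 37 °C plus 30 min RT. Measured by: intracellular calcium fluorescence with Fluo-8.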
S1P4 agonist – human S1P4 receptor agonism; 220,000 tested, 0.35% active; O95977; activation, % at 4.98 µM; AID 1509; S1P4-expressing cell line, agonist reporter assay; in the data active means activation above about 11%;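 further: 0% = DMSO vehicle and 100% = reference agonist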
NPY-Y1 PAM-ag – human NPY-Y1 potentiation or agonism, primary screen; P25929; NPY-Y1 expressing cells, potentiator/agonist activation; activation, % at 3.6 µM; 220,000 tested, 0.37% active; in the data active means activation above about 33%, passing the limit was not always enough;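 further: cells stimulated with NPY at EC10 then isoproterenol at EC100; 0% = low agonist plus stimulus and 100% = saturating agonist plus stimulus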
Target sequence (P25929 whole entry, looked up): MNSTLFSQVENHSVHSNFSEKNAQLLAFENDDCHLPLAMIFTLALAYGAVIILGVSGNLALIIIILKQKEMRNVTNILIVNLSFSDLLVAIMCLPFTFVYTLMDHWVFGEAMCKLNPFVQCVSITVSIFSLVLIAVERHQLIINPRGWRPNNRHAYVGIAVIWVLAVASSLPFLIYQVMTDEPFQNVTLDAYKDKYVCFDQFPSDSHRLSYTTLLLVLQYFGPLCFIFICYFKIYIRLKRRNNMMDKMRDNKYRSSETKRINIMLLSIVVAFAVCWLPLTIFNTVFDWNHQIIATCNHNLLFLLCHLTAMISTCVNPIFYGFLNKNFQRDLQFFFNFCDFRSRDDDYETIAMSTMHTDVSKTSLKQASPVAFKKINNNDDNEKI
TRPML3 agonist – agonists of human TRPML3 channel; Q8TDD5; HEK293 TRPML3-YFP, Fluo-8 calcium fluorescence; 100% = the carbachol control signal; activation, % at 3 µM; 220,000 tested, 0.29% active; AID 1448;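 active means activation above its plate's cutoff, the mean activation of the plate's test wells plus 3 SD, cut at about 12% in these data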;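 further: 0% = DMSO only wells and 100% = carbachol wells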
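Material: HEK293 cells stably carrying human TRPML3-YFP; compound dosing: single dose, 3 µM final nominal compound, 0.3% DMSO final; incubation: 1-h 37 °C dye load, 5-s basal, 120-s post-compound reads; technique: Fluo-8 intracellular calcium fluorescence, excitation 470-495 nm, emission 515-575 nm; read-out basis: percent activation from peak-to-basal fluorescence ratio, scaled between DMSO and carbachol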
NPY-Y1 antag – NPY-Y1 (human) receptor antagonism | HEK293-CNG Y1 cells, membrane potential fluorescence; NPY at EC95, then isoproterenol | P25929 | inhibition, % at 3.6 µM | 200,000 tested, 1% active;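 active means inhibition above the campaign mean inhibition of all tested compounds plus 3 SD, cut at about 20% in these data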;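 further: 0% = DMSO wells given NPY plus isoproterenol and 100% = isoproterenol alone without NPY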
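Test system: HEK293 cells co-expressing NPY Y1 receptor and cyclic-nucleotide gated channel; Also added: NPY (25 nM), isoproterenol (1 µM), Ro 20-1724 (25 µM); Compound dosing: one concentration, 3.6 µM, in 0.4% DMSO; Timing: dye 3 h, compound 60 min room temperature, stimulation 45 min; Technique: Membrane-potential fluorescent dye readout.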
The depositor's hits bear a star; / = no result given; & = joins results of further samples.

SMILES	S1P4 antag	NPY-Y2 PAM-ag	CHOP inh	EP2 modulator	TRPN1 ag	S1P4 agonist	NPY-Y1 PAM-ag	TRPML3 agonist	NPY-Y1 antag
CC(C)c1ccc(NC(=O)N(CCc2nc3ccccc3[nH]2)C2CCCC2)cc1	-4	14	16	59	-1.6	-1.0	-2	-0.1	2
COC(=O)c1ccc(C2NC(=O)NC(C)=C2C(=O)N(C)C)cc1 (stereo not given)	-10	2	20	14	1.0	-0.2	8	0.2	-6
CC(C)(C)c1ccc(C(=O)N2CCCN(c3ccc([N+](=O)[O-])cn3)CC2)cc1	9	-13	9	9	8.4	-1.8	8	1.4	/
CC1CCCC(NC(=O)CN2CCN(Cc3ccc(Cl)cc3)C2=O)C1C (stereo not given)	10	-5	20	-22	1.7	-0.5	-12	0.8	2
CNc1cccc2c1C(=O)c1ccccc1C2=O	-14	20	6	-4	-1.9	0.0	30	-0.6	-5
CS(=O)(=O)N1CCCC(C(=O)NC2CCCCCCC2)C1 (stereo not given)	2	4	20	-2	0.0	-0.4	0	0.8	-8
Cc1cc(-c2ccccc2)nc(N2CCC(C(=O)NC34CC5CC(CC(C5)C3)C4)CC2)n1	-31	-9	-15	-15&3	1.0	0.8	4	0.9	5
COc1ccc(OC)c(Cc2nnc(CCC(=O)NC3C4CC5CC(C4)CC3C5)o2)c1 (stereo not given)	-11	-17	-2	-27	-1.0	-0.6	-8	-0.4	4
C=CCn1c(N)c(C(=O)OCC)sc1=S	11	7	24	18	-0.2	-2.2	11	-0.6	6
Cc1nc2c(Br)c(C)nn2c2c1CCC2	4	-13	7	0	-0.1	-0.7	-5	0.2	4
Nc1nc(-c2c[nH]c3ccccc23)cs1	-1	8	-15	-58	0.5	-0.1	1	0.5	3
COc1ccc(-n2c(CCc3ccccc3)nnc2SCC(=O)c2ccc(Cl)cc2)cc1	-15	-4	16	29	0.1	0.6	-3	0.7	2
C[C@H](NC(N)=O)C(=O)Nc1ccc(OCc2ccccc2)cc1	-4	2	-8	-12	-0.2	-0.8	-1	-0.8	6
N#C/C(=C\Nc1ccc(Cl)cn1)S(=O)(=O)c1ccccc1	-3	11	2	-49	-0.3	1.6	14	0.0	/
CCOC(=O)c1cc(CC)sc1NC(=O)c1cccc(N2C(=O)CCC2=O)c1	-2	4	29	46	-1.2	0.4	-20	0.1	3
CN1C(=O)C2(c3ccccc31)N(C)CC(c1ccccc1)C21SC(=S)N(Cc2ccco2)C1=O (stereo not given)	-12	-19	-18	36	-0.4	-0.4	-13	-0.3	6
COC(=O)CCNc1n[nH]c(=O)[nH]c1=O	-25	-5	-11	19	-2.6	0.6	1	0.6	-2
CN(c1ccccc1)S(=O)(=O)c1cccc(NC(=O)CSc2ncn[nH]2)c1	-18	-8	50	-26	6.2	3.2	2	2.4	-3
O=C(N/C(=C\c1ccc(Cl)cc1)C(=O)N1CCOCC1)c1ccc([N+](=O)[O-])cc1	-4	10	-5	-2	-0.9	-0.8	-12	0.6	2
Cc1ccc(N2C(=O)C3ON(c4ccccc4)C(c4ccncc4)C3C2=O)cc1 (stereo not given)	-13	-3	8	3	-0.8	-0.9	11	-0.6	1
CNC(=O)NC(=O)C(C)OC(=O)c1ccc(Cl)c(S(=O)(=O)Nc2ccc(F)cc2)c1 (stereo not given)	1	19	4	-34	0.8	-1.0	29	0.1	/
CCN(CC)Cc1c(C(=O)OC(C)C)nnn1-c1nonc1N	0	10	11	10	-0.3	1.1	0	-0.8	0
Nc1c(C(=O)NCc2ccccc2)nnn1Cc1cccc(Cl)c1	0	-1	/	-1	-0.3	-1.6	9	-0.5	3
CC(C)(C)C(=O)CN1CCN(S(=O)(=O)c2ccc(F)cc2)CC1	13	-2	5	5	1.5	-0.9	-7	1.2	-1
CCn1c(SCC(=O)NNC(=O)c2ccc(C)cc2)nnc1-c1ccco1	-7	-1	20	11	0.9	-1.0	2	0.7	3
C=CCc1cccc(CNc2nc3ccccc3n2CC)c1O	0	18	34	0	-0.5	-0.7	-6	-1.1	3
CCn1c(SCC(=O)Nc2ccc3c(c2)OCO3)nc2c1c(=O)n(C)c(=O)n2C	0	-4	-12	4	1.1	0.7	-22	0.0	3
CC1CCC(NC(=O)c2ccc(CNc3c(NC4CCCCC4)c(=O)c3=O)cc2)CC1 (stereo not given)	2	-4	-2	28	1.7	1.1	-5	1.2	7
O=C(c1ccccc1F)N1CCN(C2CCC(c3ccccc3)CC2)CC1 (stereo not given)	1	-17	34	13	0.0	-0.5	-1	0.6	10
CCOc1ncccc1C(=O)OCC(=O)c1ccc(OC)c(OC)c1	-23	-5	-2	2	0.3	-0.2	-19	0.8	4
COc1cccc(NC(=O)Nc2cnccn2)c1	1	8	52	-12	1.6	-0.7	14	1.0	5
O=C(COC(=O)c1ccncc1)Nc1ccccc1	6	2	-10	-10	-1.4	0.7	-3	-0.2	5
COc1ccc2cnnc(SCC(=O)Nc3ccc(C(C)=O)cc3)c2c1OC	-28	4	25	-5	0.4	0.0	2	1.0	-5
Cn1c(SCc2nnc3n2CCCCC3)nc2ccccc21	-3	-1	-16	15	-0.7	0.4	5	-0.4	-9
O=C(O)c1cccnc1Cl	-14	-1	13	-3	0.0	4.2	-10	0.7	1
CCOC(=O)Cn1nc(C)cc1NC(=O)c1cccnc1	-3	4	26	2	1.9	1.0	-16	0.4	3
COC(=O)c1cc(NCc2ccccc2F)ccc1N1CCOCC1	-1	12	32	4	0.2	-0.2	16	0.7	-2
Cc1cccnc1Nc1nc(-c2ccc(O)cc2O)cs1	-6	-1	44	-19	-0.3	-0.5	12	-0.6	-8
COCCCNC(=S)Nc1ccccc1C	-17	6	2	2	1.0	0.1	-8	0.7	1
CC1=C(C(=O)Nc2cccnc2)C(c2cccnc2)n2nc(-c3cccs3)nc2N1 (stereo not given)	-7	3	6	31	0.9	-0.4	-18	0.5	4
CCOc1ccc(CC(=O)C2C(=O)CCCC2=O)cc1OCC	-8	-6	-21	4	0.8	0.6	-5	0.7	3
O=C(CSc1n[nH]c(-c2ccccc2O)n1)N1CCCc2ccccc21	-7	-3	/	-3	1.3	2.0	-10	-0.7	1
CCN(CC)CCCNC(=O)/C(=C\c1cccn1C)NC(=O)c1cccs1	-1	-1	6	17	-2.1	-0.2	-12	0.9	-5
O=C(Oc1ccc2ccc(=O)oc2c1)c1cccs1	-4	1	-15	-16	-0.2	3.7	-3	0.1	3
CCOc1ccc(OCc2ccc(C(=O)N3CCOCC3)cc2)cc1	-13	-10	17	-28	2.7	4.8	-18	0.6	1
NC(=O)c1ccccc1N=Cc1ccc2ccccc2c1	-15	10	13	8	1.8	0.6	12	0.6	6
Cc1cccc(NC(=O)CS(=O)(=O)c2cn(C)c3ccccc23)c1	-6	10	0	16	0.8	1.6	-6	0.2	-1
Cc1cc(C2=NNC(=NC3CCCCC3)SC2)c(C)n1-c1c(C)n(C)n(-c2ccccc2)c1=O	-22	4	42	33	-1.6	0.3	-7	0.0	2
CCOC(=O)c1sc2nc(C)nc(N3CCN(c4ncccn4)CC3)c2c1C	-4	8	19	67*	1.7	0.0	13	1.3	-2
Cn1c(C(=O)N2CCN(c3ccc([N+](=O)[O-])cc3)CC2)cc2c(=O)[nH]c3ccccc3c21	-4	6	47	-37	-3.1	-0.2	-16	0.6	10
N#Cc1c2n(cnc1=O)CCCCC2	-1	-2	3	10	1.0	1.7	-3	1.4	11
Cn1c(CSc2nnc(SCc3ccccc3)s2)nc2ccccc21	0	-7	32	-14	-2.8	-0.6	-19	-1.2	10
Cc1c(-c2nc(-c3cccnc3)no2)cccc1[N+](=O)[O-]	-6	1	4	-41	-0.1	1.8	-3	0.2	4
COc1ccc(CC(=O)N/N=C/c2c(C)n(C)c3ccccc23)cc1OC	-18	6	36	-18	2.1	2.9	5	-1.0	/
CC1CCN(CCCNC(=O)C2CC(=O)N(C3CCCCCC3)C2)CC1 (stereo not given)	-24	15	38	-24	0.4	-1.1	-11	0.6	-2
CCCCNC(=O)Nc1nc2ccccc2s1	-6	-5	9	-26	0.6	1.4	-5	0.6	5
COc1ccc(S(=O)(=O)NCCSc2ccc(Cl)cc2)cc1OC	-1	-15	-11	-38	-0.7	1.6	-23	-0.8	5
COc1cccc(N(C(=O)c2nc3nccc(C)n3n2)c2nc3ccccc3s2)c1	-5	0	15	-12	-0.1	2.5	12	-0.4	-1
Cc1ccc(C(C)C)cc1OCCOCCN1CCCC1	-3	-6	-8	-14	-0.3	-1.9	-13	0.8	7
COC(=O)N/N=C\c1cc(Br)ccc1OCc1ccccc1	-6	-8	8	48	-0.8	1.8	-15	-0.3	2

Sorted by value in EP2 modulator (ascending): some entries from above
Molecule	EP2 modulator
COc1cccc(NC(=O)Nc2cnccn2)c1	-12
CS(=O)(=O)N1CCCC(C(=O)NC2CCCCCCC2)C1 (stereo not given)	-2
COC(=O)CCNc1n[nH]c(=O)[nH]c1=O	19

The list goes on:
SMILES	S1P4 antag	NPY-Y2 PAM-ag	CHOP inh	EP2 modulator	TRPN1 ag	S1P4 agonist	NPY-Y1 PAM-ag	TRPML3 agonist	NPY-Y1 antag
CC1Cc2ccccc2N1S(=O)(=O)c1ccc2c(c1)n(C)c(=O)c(=O)n2C (stereo not given)	-14	-7	4	-5	0.8	1.1	-3	0.6	-6
Cc1noc(C(=O)NC2CCCCC2)c1Cl	-19	-3	-2	-12	1.1	1.8	-9	0.6	/
CCC(=O)N=c1sc2c(C)cc(C)cc2n1CC(=O)OC	-1	-9	52	18	-0.8	-3.4	-6	-0.2	4
Cc1cc(C)c2c(=O)[nH]c(SCc3ccccc3C)nc2n1	-14	0	12	13	-1.0	1.6	-8	-0.3	7
COc1ccc(N(CC(=O)NCCSc2ccccn2)S(C)(=O)=O)cc1	7	-2	2	-15&25	-1.6	1.3	-8	0.4	1
Cc1ccc(NCc2n[nH]c(=S)n2Cc2ccccc2)cc1Cl	-12	21	100*	55	-0.5	-1.6	45*	0.1	-4
N#CC(C#N)=C(N)Nc1cccc(Cl)c1	5	0	6	-7	-0.5	0.0	-12	0.4	/
Cc1cc(C)c2cc(C(c3nnnn3CC3CCCO3)N3CCN4CCCC4C3)c(=O)[nH]c2c1 (stereo not given)	7	18	12	2	1.2	0.6	10	1.2	-4
CCC(C)[C@@H](C(=O)NCC1CCC(C(=O)O)CC1)n1nnc2ccccc2c1=O (stereo not given in full)	7	4	28	22	-1.1	-2.1	-4	0.7	2
Cc1cccc(C(=O)OCC(=O)NCC(C)C)c1O	-5	-6	-2	-8	-0.2	0.0	-6	1.0	14
CCN(C(=O)c1c(N)cnn1C)c1ccccc1	-7	-11	-8	-39&6	0.5	0.4	-12	0.1	0

Compound activity from PubChem.
